From PubChem BioAssay
Growth percent in the NCI-60 one-dose screen (48 h, 10 µM unless noted): 100 = growth as untreated, 0 = no growth, -100 = all killed.
SF-268 = SF-268 CNS cancer cells; actives 3.1% (n = 82,000)
SF-295 = SF-295 CNS cancer cells | actives 5.6% (n = 79,000)
786-0 = 786-0 renal cancer cells | actives 5.1% (n = 81,000) | AID 1794775
U251 = U251 CNS tumor cells; actives 5.4% (n = 80,000); AID 1794753
DU-145 = DU-145 prostate cancer | actives 4.2% (n = 81,000)
SF-539 = SF-539 CNS cancer. actives 6.8% (n = 81,000). AID 1794752
PC-3 = PC-3 prostate cancer cells | AID 1794754 | actives 3.9% (n = 80,000)
UO-31 = UO-31 renal cancer. actives 5.2% (n = 81,000)
SN12C = SN12C renal cancer cells | actives 3.8% (n = 81,000)
An asterisk follows results filed as active; nt = no result given; & = joins results of further samples; ! = not confirmed by another sample. Rule for the calls: active = growth percent below 10; inactive = the rest.

SMILES	SF-268	SF-295	786-0	U251	DU-145	SF-539	PC-3	UO-31	SN12C
COC(=O)/C=C(\C)Nc1ccc(Cc2ccc(N/C(C)=C/C(=O)OC)cc2)cc1	88	96	106	99	104	105	96	81	108
COc1ccc(/C=C/c2c3c(nc4ccccc24)CC/C(=C\c2ccccc2)C3=O)cc1	86	98	98	92	89	101	54	65	77
Cc1cc(NS(=O)(=O)c2ccc(NC(=O)CSc3nc4ccccc4c(=O)n3-c3ccc(Cl)cc3)cc2)no1	98	101	93	102	107	96	93	87	101
O=C(CSc1nnc(-c2ccc(Cl)cc2)n1-c1ccccc1)Nc1cccc(Cl)c1	76	27	28	50	65	51	75	13	25
O=[N+]([O-])c1cccc(C2Nc3nc4ccccc4nc3-c3c2sc2c(F)cccc32)c1 (stereo unspecified)	97	99	112	96	106	90	96	62	94
COc1ccccc1NC(=O)c1sc2c(=O)[nH]c(C)nc2c1C	98	104	102	104	113	111	93	76	94
O=C(Nc1ccc(Cl)cc1)Nc1ccc(Nc2nncc3ccccc23)cc1	42	18	50	18	34	33	1.5*	19	26
O=[N+]([O-])c1cccc(/C=N/Nc2ncc(-c3cc4cc5c(cc4o3)OCO5)s2)c1	75	98	94	73	80	87	96	104	85
Clc1ccc(/C=C/c2ccc3ccccc3n2)cc1	97&98&43	85&74&18	100&98&55	87&96&16	1.6*!	1.7*!	92&31	58&68&70	86&98&44
Cc1c(C(=O)NCCC(=O)NO)sc2ncnc(Nc3ccc(Cl)cc3)c12	98	100	105	105	114	99	110	80	102
CN1CCN(CC#CCn2c3c(c4ccccc42)C[C@]2(C)[C@H]4CC=C5[C@@H]6CC(C)(C)CC[C@]6(C(=O)N6CCOCC6)CC[C@@]5(C)[C@]4(C)CC[C@H]2C3(C)C)CC1	84	99	76	43	65	74	57	56	81
Cc1cc2c(C(C)C)c(O)c(O)c(C=NC3CCCCC3)c2c(O)c1-c1c(C)cc2c(C(C)C)c(O)c(O)c(C=NC3CCCCC3)c2c1O	92	91	106	86	105	97	91	73	110
CCCCC(O)Cn1ncc(C(=O)N/N=C\c2ccc(OC(F)F)c(OC)c2)c1N (stereo unspecified)	88	104	107	98	101	94	87	73	97
COC(=O)c1cc(=O)n2c(sc3ccccc32)c1C#N	98	100	106	103	107	96	100	91	107
CCOC(=O)n1cc(-c2nonc2-c2c[nH]c3ccccc23)c2ccccc21	66	50	80	77	90	73	59	35	77

Part of the list above in order of heavy-atom count, highest first:
SMILES	SF-268	SF-295	786-0	U251	DU-145	SF-539	PC-3	UO-31	SN12C
CN1CCN(CC#CCn2c3c(c4ccccc42)C[C@]2(C)[C@H]4CC=C5[C@@H]6CC(C)(C)CC[C@]6(C(=O)N6CCOCC6)CC[C@@]5(C)[C@]4(C)CC[C@H]2C3(C)C)CC1	84	99	76	43	65	74	57	56	81
Cc1cc2c(C(C)C)c(O)c(O)c(C=NC3CCCCC3)c2c(O)c1-c1c(C)cc2c(C(C)C)c(O)c(O)c(C=NC3CCCCC3)c2c1O	92	91	106	86	105	97	91	73	110
Cc1cc(NS(=O)(=O)c2ccc(NC(=O)CSc3nc4ccccc4c(=O)n3-c3ccc(Cl)cc3)cc2)no1	98	101	93	102	107	96	93	87	101
COc1ccc(/C=C/c2c3c(nc4ccccc24)CC/C(=C\c2ccccc2)C3=O)cc1	86	98	98	92	89	101	54	65	77
O=[N+]([O-])c1cccc(C2Nc3nc4ccccc4nc3-c3c2sc2c(F)cccc32)c1 (stereo unspecified)	97	99	112	96	106	90	96	62	94
CCCCC(O)Cn1ncc(C(=O)N/N=C\c2ccc(OC(F)F)c(OC)c2)c1N (stereo unspecified)	88	104	107	98	101	94	87	73	97
COC(=O)/C=C(\C)Nc1ccc(Cc2ccc(N/C(C)=C/C(=O)OC)cc2)cc1	88	96	106	99	104	105	96	81	108
CCOC(=O)n1cc(-c2nonc2-c2c[nH]c3ccccc23)c2ccccc21	66	50	80	77	90	73	59	35	77
Cc1c(C(=O)NCCC(=O)NO)sc2ncnc(Nc3ccc(Cl)cc3)c12	98	100	105	105	114	99	110	80	102
COc1ccccc1NC(=O)c1sc2c(=O)[nH]c(C)nc2c1C	98	104	102	104	113	111	93	76	94
COC(=O)c1cc(=O)n2c(sc3ccccc32)c1C#N	98	100	106	103	107	96	100	91	107
Clc1ccc(/C=C/c2ccc3ccccc3n2)cc1	97&98&43	85&74&18	100&98&55	87&96&16	1.6*!	1.7*!	92&31	58&68&70	86&98&44

(list continues)
SMILES	SF-268	SF-295	786-0	U251	DU-145	SF-539	PC-3	UO-31	SN12C
C=C(C)[C@@H]1CC[C@]2(C(=O)N3CCN(C)CC3)CC[C@]3(C)[C@H](CC[C@@H]4[C@@](C)(CCCN)[C@H](C(=C)C)CC[C@]43C)[C@@H]12	101	102	87	92	103	99	80	81	93
N#Cc1c(N)nc2c(c1N)C(c1ccc(F)cc1)c1ccc(N)cc1O2 (stereo unspecified)	105	83	92	102	110	103	106	105	104
NC(=S)Nc1ccc2c(c1)Cc1ccccc1-2	91	99	115	84	108	nt	71	55	89
C/C(=N/NC(=O)c1ccncc1)c1ccc(Cl)c(Cl)c1	106	113	95	100	108	106	94	103	102
COc1cc2c(cc1OC)C(Sc1ccc(C)cc1)c1c(nc(N)c(C#N)c1N)O2 (stereo unspecified)	-55*	-84*	-79*	-70*	-83*	-86*	-71*	-100*	-64*
CN(N=O)C(=O)c1ccccc1C(=O)N(C)N=O	115	106	102	108	111	114	94	84	104
CN(C)c1ccc(C(=O)Nc2ncc(C#N)s2)cc1	102	105	85	47	101	98	98	68	88
CCCC(C(=O)O)N1C(=O)CSC1=S (stereo unspecified)	95	103	104	106	109	103	103	93	100
CCC(C)C(NC(=O)OC(C)(C)C)C(=O)OCc1c2c(c(OC)c3c1OCO3)C(C1OC(=O)c3c1ccc(OC)c3OC)N(C)CC2 (stereo unspecified)	97	105	104	96	99	102	92	69	99
CCN(Cc1ccccc1)C(=O)Nc1c(Cl)cccc1Cl	100&100	96	104&96	107	106&110	97&100	98&91	79	91&102
c1ccc(-c2cn3nc(-c4c[nH]c5ccccc45)sc3n2)cc1	94	84	102	92	98	86	77	46	83
CC(C)(C)n1nnnc1C(Nc1ccc(F)cc1)c1cc2cccc3ccc4cccc1c4c32 (stereo unspecified)	75	84	98	89	94	94	54	77	85
O=C(Nc1cnc(Cl)nc1Oc1cccc(C(F)(F)F)c1)Nc1c(Cl)cccc1Cl	104	102	102	93	109	105	81	78	101
CCc1cc2c(=O)c(-c3nc4ccccc4s3)coc2c(CN2CCCCC2)c1O	98	92	92	86	109	104	70	67	96
CCOC(=O)C1=C(N)N(c2ccc(Cl)cc2)C2=C(C(=O)CC(C)(C)C2)C1c1ccccc1Cl (stereo unspecified)	77	73	85	46	95	99	24	49	69
O=C(O)CNC(=O)Cc1ccccc1	106	110	98	102	103	103	107	91	100
COc1ccccc1N=Nc1c(O)ccc2cc(S(=O)(=O)O)ccc12	97	94	107	99	111	103	93	85	102
CC(C)(C)c1cc(C(=O)N2CCC(C(=O)NCCN)CC2)cc(C(C)(C)C)c1	98	101	106	88	116	98	93	93	89
CN(C)c1ccc(-c2nc(-c3ccccc3)c(-c3ccccc3)[nH]2)cc1	112	89	95	103	102	102	77	85	93
C/C(CC/C(C)=N/NC(N)=O)=N/NC(N)=O	107	95	100	99	108	101	92	87	99
Oc1ccccc1/C=N/c1ccccn1	110	121	158	99	129	100	91	92	116
Cc1ccc(CC(N)=O)cc1	103	97	103	103	105	102	108	95	105
COc1cccc(-c2nc3occn3c2-c2ccnc(NCCNS(=O)(=O)c3ccc(Cl)cc3)n2)c1	91	103	94	101	98	103	77	68	86
CCCOc1ccc(/C=N/Nc2cc(C)nc3ccc(Br)cc23)cc1	102	81	100	26	87	84	88	73	84
COc1cc(CC2COC(=O)C2Cc2ccc(O)c(OC)c2)ccc1O (stereo unspecified)	103	83	96	nt	103	87	84	86	82
COc1ccc(CNC(=O)c2nc(-c3cc(OC)c(OC)c(OC)c3)n(-c3ccc(OC)c(OC)c3)n2)cc1OC	101	104	89	107	106	88	94	57	90
Cn1ncc2c(=O)[nH]nnc21	102	105	114	106	103	99	112	89	107
CC1=C(C(=O)Nc2ccc(F)cc2)C(c2ccc(C)cc2)C2=C(CC(C)(C)CC2=O)N1 (stereo unspecified)	88	nt	97	89	106	93	75	63	97
Nc1c(C(=O)Nc2ccc(Br)cc2)sc2nc(-c3cnccn3)cc(-c3cccs3)c12	98	98	104	107	106	95	105	77	97
C=C1C(=O)O[C@H]2[C@H]1CC/C(COC(=O)c1c[nH]c3ccccc13)=C\CC[C@@]1(C)O[C@@H]21	-41*	50	-92*	-81*	-69*	-61*	-52*	-98*	-47*
COc1cccc(C2=NN(c3ccc(-c4ccccc4)nn3)C(c3ccccc3F)C2)c1 (stereo unspecified)	89	95	106	91	103	95	80	62	90
COc1ccc(-c2cc(C(=O)Nc3nc4cc(C)c(C)cc4s3)nc3cc(-c4ccccc4)nn23)cc1	nt	91	110	97	113	92	104	95	98
CCCc1cc(NC)nc(SCC)n1	97	100	99	104	108	97	101	87	94
C=CCN=c1sc2c(n1NC(=O)c1cc3ccc1CCc1ccc(cc1)CC3)C(=O)c1ccccc1C2=O	8.8*	69	-22*	0.2*	-91*	-98*	0.4*	-35*	-97*
COC(/C=C/c1ccc([N+](=O)[O-])cc1)OC	106	106	nt	75	119	nt	95	93	93
COc1ccc(C2C3=C(CC(C)(C)CC3=O)N(CCc3ccc(S(N)(=O)=O)cc3)C3=C2C(=O)CC(C)(C)C3)cc1	97	102	104	107	106	98	97	91	98
N#Cc1nc(-c2ccc(Cl)cc2)oc1N1CCN(c2ccc(F)cc2)CC1	102	99	96	103	113	103	96	88	96
C#CCOc1ccc(/C=N/Nc2nc(-c3ccc(F)cc3)cs2)cc1	109	96	101	98	104	106	87	89	103
O=C(/C=C/c1ccc2c(c1)OCO2)c1ccc(NC(=O)c2ccccc2CN2C(=O)c3ccccc3C2=O)cc1	88	103	104	92	88	107	101	69	92
O=C1c2cccc3cccc(c23)C(=O)N1CCCCN1C(=O)c2ccc3c4c(ccc(c24)C1=O)C(=O)N(CCCCN1C(=O)c2cccc4cccc(c24)C1=O)C3=O	102	147	96	115	105	100	107	98	86
COc1cc(-c2c(-c3ccccc3)c[nH]c2C(=O)NCCO)c(OC)c2c1OCO2	97	102	103	105	111	104	98	80	99
Nc1nc(N)nc(-c2cscn2)n1	98	103	107	107	100	102	96	84	100
Cc1ccc(CO)cc1C	97	100	103	96	109	104	94	94	100
CC(=O)Nc1ccc(-c2nc(-c3cccc(O)c3)c(-c3ccnc(Br)c3)[nH]2)cc1	94	83	79	51	76	69	87	73	73
CCCS(=N)(=O)CCC(N)C(=O)O (stereo unspecified)	102	84	106	118	113	102	93	94	116
O=Cc1ccc(C(=O)O)cc1	103	100	102	96	nt	110	96	88	90
O=C(Cn1c(=O)ccn(CCCCCOc2ccc(Br)cc2)c1=O)NCc1ccc(Oc2ccccc2)cc1	69	48	66	70	76	58	50	43	64
Cc1ccc(S(=O)(=O)Oc2c(Br)cc(Br)cc2Br)cc1	99	98	94	97	109	91	82	79	94
O=[N+]([O-])c1c(O)c(Cl)cc(Cl)c1Cl (tested in a mixture with another compound)	109	130	105	101	116	109	99	81	109
CCCC1(C2CCCC2)NC(=O)NC1=O (stereo unspecified)	108&106	105&111	108&104	103&107	126&113	98&104	101&100	88&82	105&98
NNC(=S)N/N=C/c1ccccn1	43	33	24	28	34	11	33	15	30
